# hDAT+cocaine = human DAT dopamine uptake with cocaine, either direction; B-score at 10 µM; LLC-PK1 hDAT cells, [14C]-dopamine uptake with cocaine IC80; actives deviate in either direction; 1.3% of 110,000 active;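 active means Z score or B-score, a plate-position-corrected score, falls beyond the plate's 99.7% confidence bounds, in either direction; inactive means both scores lie inside the 99.7% bounds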;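 further: scored against the spread of the other compound wells on the same plate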
# Target sequence (Q01959 whole entry, looked up): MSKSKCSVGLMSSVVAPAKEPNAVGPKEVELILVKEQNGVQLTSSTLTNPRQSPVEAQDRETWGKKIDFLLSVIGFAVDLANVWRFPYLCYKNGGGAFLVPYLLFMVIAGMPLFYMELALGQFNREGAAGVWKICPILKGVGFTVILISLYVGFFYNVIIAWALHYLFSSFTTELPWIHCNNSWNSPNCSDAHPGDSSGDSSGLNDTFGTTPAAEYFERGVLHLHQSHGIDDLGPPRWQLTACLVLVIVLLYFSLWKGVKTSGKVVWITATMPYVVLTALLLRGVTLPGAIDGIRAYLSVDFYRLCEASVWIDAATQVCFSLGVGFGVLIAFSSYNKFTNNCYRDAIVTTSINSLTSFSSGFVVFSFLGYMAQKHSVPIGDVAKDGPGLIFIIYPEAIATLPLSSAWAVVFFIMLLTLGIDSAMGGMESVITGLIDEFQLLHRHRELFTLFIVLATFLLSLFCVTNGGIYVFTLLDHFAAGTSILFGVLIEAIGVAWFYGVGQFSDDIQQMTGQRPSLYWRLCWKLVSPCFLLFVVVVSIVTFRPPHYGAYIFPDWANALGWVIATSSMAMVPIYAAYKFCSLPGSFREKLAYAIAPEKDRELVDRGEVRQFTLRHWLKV
# The depositor's hits bear a star. Not all compounds are listed. The share of hits here may be higher or lower than overall.
SMILES,hDAT+cocaine
NC(=O)C(CC(=O)O)NC(=O)[C@@H]1CCOc2c(I)cc([N+](=O)[O-])cc2C(=O)N[C@@H](CO)C(=O)N[C@@H](Cc2ccc(O)cc2)C(=O)N1 (some centres undefined),-0.38
COc1cccc(C(=O)c2c[nH]c(C(=O)NCc3cccs3)c2)c1,2.3
CC1(C)C=Cc2c(c3c(c4c(=O)c(-c5ccc(O)cc5)coc24)OC(C)(C)CC3)O1,1.4
COc1ccc(CNC(=O)NS(=O)(=O)c2ccc(C)cc2)cc1,-0.83
COc1cc([C@@H]2c3cc4c(cc3[C@@H](O)[C@@H](CO)[C@@H]2CO)OCO4)cc(OC)c1O[Si](C)(C)C(C)(C)C,0.3
O=C(NCc1ccccc1)C1=C[C@@H](C2CCCCC2)C[C@@H](OCCCCO)O1,0.98
COC(C/C=C\[C@@H](O)COCc1ccccc1)OC,0.00069
COc1ccc(C2OCC3(O)C(c4ccc(OC)c(OC)c4)OCC23)cc1OC (centres undefined),1.1
Cc1ccc(CNC(=O)C2CC(c3ccccc3C(F)(F)F)=NO2)o1 (centres undefined),-0.61
COc1cc(NC(=S)NC(=O)c2cc(C)cc(C)c2)ccc1NC(=O)c1cccs1,0.9
Cc1ccc(S(=O)(=O)N2CCC(=O)N(CCOCc3ccccc3C)CC2)cc1,-0.23
COC(C[C@H]1O[C@H]1[C@@H](O)[C@H](C)OCc1ccccc1)OC,-0.43
O=C1[C@H](CC[C@H](O)c2ccc(F)cc2)[C@@H](c2ccc(O)cc2)N1c1ccc(F)cc1,1.5
CC1C2Cn3c(nc4ccccc43)C1N(C(C)C)O2 (centres undefined),-0.21
CC(C)=CCc1c(O)c(CC=C(C)C)c2c(c1O)-c1cc(O)c(O)cc1CC2,2.3
C[C@@H](NC(=O)c1nc[nH]c1C(=O)N[C@@H](Cc1ccccc1)C(=O)OCc1ccccc1)c1ccccc1,2.1
Cc1ccc(-c2csc(N(C)C(=O)c3c(C)nn(-c4ccccc4)c3Cl)n2)cc1,0.66
O=C(C1=C[C@@H](c2ccc3c(c2)OCO3)C[C@@H](OCc2ccc(CO)cc2)O1)N1CCOCC1,0.028
CC(=O)OC(c1nc2ccccc2c(=O)n1C1CC2(OC1=O)c1ccccc1N1C(=O)C(C)(C)N(O)C12)C(C)C (centres undefined),0.47
COC(=O)CCC(=O)OC1(C)C(=O)C2=CN(Cc3ccc4c(c3)OCO4)C(c3ccc(OC)cc3)=CC2=C(Br)C1=O (centres undefined),0.28
COCOc1ccc(/C=C2/Oc3cc(OCOC)cc(OCOC)c3C2=O)c(OCOC)c1,1.1
CCCC[C@@H]1C[C@H]1[C@@H](NC(=O)c1cccs1)c1ccc(C(F)(F)F)cc1,-0.33
CCO[C@H]1OC(C(=O)NCc2ccccc2)=C[C@@H](C2CCCCC2)[C@@H]1CCCO,-0.34
CC/C(=C\C1CCCCC1)C(NP(=O)(c1ccccc1)c1ccccc1)c1ccccc1 (centres undefined),-0.036
CCCCCCCCCCCCN1[C@@H](CC(=O)OC)c2cc(F)cc(F)c2S1(=O)=O,-0.11
COCCN1C(=O)N[C@@H](c2cccc(C(F)(F)F)c2)[C@H](C(=O)OC)[C@H]1C,0.73
COC(=O)c1c(C)c(OC(=O)c2c(C)cc(O)c(C=O)c2O)cc(C)c1O,-1.4
Cc1cc(CNC(=O)C2(C(F)(F)F)C/C(=C\Cc3ccccc3)CCCO2)nn1C (centres undefined),-0.74
Nc1ccc(O)cc1,0.16
COC(=O)CC1c2ccccc2S(=O)(=O)N1Cc1ccccc1 (centres undefined),0.063
O=C(O[C@@H]1OC2COC(=O)c3cc(O)c(O)c(O)c3-c3c(cc(O)c(O)c3O)C(=O)O[C@@H]([C@H]1O)[C@@H]2O)c1cc(O)c(O)c(O)c1,-0.48
CC(C)=CCC/C(C)=C/Cc1c(O)ccc(C(=O)/C=C/c2ccc(O)cc2)c1O,-1.1
COc1ccc(COc2cc(-c3cccc(OC)c3)nc3ccc(N)cc23)cc1,0.032
O=c1[nH]c(Nc2ccccc2)cc2cc(Br)ccc12,-0.69
COc1ccc(C(CC(=O)N2CCCC2)c2c(O)cc(OC)cc2OC)cc1 (centres undefined),0.84
C#CCOCCOCCOCCNc1nc(N2CCN(C(=O)C([C@@H](C)CC)n3cc(C(N)Cc4ccc(O)cc4)nn3)CC2)nc(N2CCN(C(=O)[C@H](CCC(=O)O)n3cc(C(N)CO)nn3)CC2)n1 (some centres undefined),-0.12
O=C(Nc1ccc(Cl)c(Cl)c1)c1ccc(Cn2c(=O)[nH]c3ccsc3c2=O)cc1,-0.55
Cc1onc(-c2c(Cl)cccc2Cl)c1C(=O)N1C=CC(C(F)(F)F)=NCC1,-0.016
COc1ccc(COCCN2CCN(S(=O)(=O)c3ccccc3)CCC2=O)cc1,-0.13
NC(=O)c1cc2ccc(O)cc2oc1=NCc1ccccc1,1.5
O=C(C1=C[C@H](c2ccc(C(F)(F)F)cc2)C[C@H](OCCCCO)O1)N1CCOCC1,-0.042
COC(C[C@@H]1O[C@@H]1[C@H](O)[C@H](C)OCc1ccccc1)OC,-0.46
CCO[C@@H]1OC(C(=O)N2CCN(Cc3ccc4c(c3)OCO4)CC2)=C[C@H](C2CC2)[C@H]1CCCO,0.071
CC1(OC(=O)C2CCCC2)C(=O)C=C2C=C(C3CC3)OC=C2C1=O (centres undefined),-0.32
CC/C=C/C(=O)N1CC2(CC(c3cccc(NC(=O)CC)c3)=NO2)C[C@H]1C(N)=O (some centres undefined),0.27
COc1ccc2c(c1)C(=O)[C@@H](OC(=O)NCc1ccc3c(c1)OCO3)[C@H](c1ccc(OC)c(Br)c1)O2,1.1
Cc1nc(C(=O)NC2CC2)sc1C1(C)CC(c2cccc([N+](=O)[O-])c2)=NO1 (centres undefined),0.44
COC(=O)C1=C(C)N(Cc2ccccc2)C(=O)N[C@H]1CCc1ccccc1,0.36
COc1ccc(C(=O)NCCCc2nc3ccccc3n2Cc2cc(C)ccc2C)cc1OC,-0.07
COC(=O)CCCC1=CC2=C(c3ccccc3)C(=O)C(C)(OC(=O)C3CCCC3)C(=O)C2=CN1C1CCCCC1 (centres undefined),0.022
Cc1cc(C)cc(SCc2noc(C(=O)NCC3CC3)c2C(=O)NCC2CC2)c1,0.24
C/C=C(\C)C(=O)N[C@@H](C)CN1C2=NC[C@H](C(C)C)N2C[C@H]1Cc1ccc(OC)cc1,0.4
Cc1ccc(-c2nc(SCC(=O)NCC3CCCO3)c(-c3ccc(C)cc3)[nH]2)cc1 (centres undefined),-0.03
NNCCc1ccccc1,-0.63
CCCNS(=O)(=O)c1ccc(CCC(=O)Nc2cc(Cl)ccc2Oc2ccccc2)cc1,1.6
Brc1ccc(-c2noc3c2-c2nc(C4CCCCC4)sc2CC3)cc1,-0.99
Cc1nc(-c2ccc(Cl)cc2)sc1C1(C)CC(c2ccccc2Br)=NO1 (centres undefined),0.85
C#CCNC(=O)C1=C[C@@H](c2ccccc2)C[C@@H](OCCCCO)O1,0.13
NCCCC[C@H]1CNC(=S)N1CC1(c2ccccc2)CC1,-0.34
CCO[C@@H]1OC(C(=O)NC2CC2)=C[C@H](C(C)(C)C)[C@H]1CCCO,-0.27
# (next part)
SMILES,hDAT+cocaine
CNC(=O)[C@@H]1C[C@H]1[C@@H](NC(=O)OCc1ccccc1)c1ccccc1,-0.2
C#CCNC(=O)C1=C[C@@H](c2coc3ccccc3c2=O)[C@H](CCCO)[C@@H](OCC)O1,0.34
COC(=O)CNC(=O)C1Nc2ccc(OC(F)(F)F)cc2C2C=CCC12 (centres undefined),-0.13
Cc1ccc(-c2csc3nc4ccc(C(=O)NCCO)cc4c(=O)n23)cc1,0.0098
C=C1CCN([C@@H](Cc2ccccc2)C(=O)NC2CCN(Cc3ccccc3)CC2)S(=O)(=O)c2ccccc21,0.54
O=C(CSc1ncnc2scc(-c3ccc(Cl)cc3)c12)NCc1ccc2c(c1)OCO2,0.69
c1ccc(CN2OCC3Cn4c(nc5ccccc54)C32)cc1 (centres undefined),0.032
CC(C)(C)[C@@H]1C=C(C(N)=O)O[C@H](OCc2ccc(CO)cc2)C1,0.023
CC1(OC(=O)C2CCCC2)C(=O)C=C2C=C3CCCCN3C=C2C1=O (centres undefined),-1.2
CCO[C@@H]1OC(C(=O)N2CCN(Cc3ccc4c(c3)OCO4)CC2)=C[C@H](c2ccc(Br)cc2)[C@H]1CCCO,0.9
O=C(NCc1ccc(F)cc1)C(=O)NCC1OCCN1S(=O)(=O)c1cccs1 (centres undefined),-0.028
C=CCC1(C(=O)N(C)Cc2ccccc2)CCN(C(=O)OC(C)(C)C)CC1,1.3
COc1ccccc1C1=NOC(C)(c2sc(-c3ccc(Cl)cc3)nc2C)C1 (centres undefined),0.4
CC(C)c1cc(C(C)C)c(S(=O)(=O)N2c3ccccc3[C@]3(Br)C[C@H]4C(=O)N[C@@H](Cc5ccccc5)C(=O)N4[C@H]23)c(C(C)C)c1,-0.054
CC1(C)CC[C@]2(CO)[C@@H](O)C[C@]3(C)C(=CCC4[C@@]5(C)CC[C@H](O)C(C)(C)C5CC[C@]43C)[C@@H]2C1 (some centres undefined),0.36
C#CCOCCOCCOCCNc1nc(N2CCN(C(=O)[C@H](CCCCN)n3cc([C@@H](N)C(C)CC)nn3)CC2)nc(N2CCN(C(=O)[C@H](Cc3ccc(O)cc3)n3cc([C@@H](N)CC(C)C)nn3)CC2)n1 (some centres undefined),1.1
NC(=O)c1ccccc1,-0.22
NC(=O)CC(NC(=O)c1ccc(Br)cc1)c1ccc(N2CCN(c3ccccn3)CC2)c([N+](=O)[O-])c1 (centres undefined),-0.18
COc1ccc(-c2cc(=O)c3cc(O)ccc3o2)cc1,1.4
C=CC1=C2C=C(C3CC3)N(CC3CC3)C=C2C(=O)C(C)(OC(=O)c2ccco2)C1=O (centres undefined),-1.7
COc1cc(O)c(C(CCN2CCN(c3ccccc3)CC2)c2ccc3c(c2)OCO3)c(OC)c1 (centres undefined),0.73
C/C=C/C(=O)N1CC2(CC(c3cccc(NC(=O)CC(c4ccccc4)c4ccccc4)c3)=NO2)C[C@H]1C(N)=O (some centres undefined),-0.64
COc1cc(NC(=O)c2cncc(-c3ccc(C#N)cc3)c2)cc(C(=O)Nc2cccc(C(F)(F)F)c2)c1,0.16
COC(C[C@@H](O)C[C@@H](O)COCc1ccccc1)OC,0.45
Cc1c(O)ccoc1=O,-1.1
CC1(O)C(=O)C=C2C=C(C3CC3)OC=C2C1=O (centres undefined),-0.11
O=C(NCCc1ccccc1)[C@@H]1CC=C[C@@H]2CCN(Cc3ccccc3)C(=O)[C@@H]21,0.45
COC1=CC(=O)CC(C)C12Oc1cc(OC)cc(OC)c1C2=O (centres undefined),-0.19
O=c1cc(CO)oc(C(Nc2cccc(C(F)(F)F)c2)c2ccccn2)c1O (centres undefined),0.65
C[C@@H]1C=C(C(=O)NCc2nc3ccccc3[nH]2)O[C@H](OCCCCO)C1,-0.03
NC1CCN(c2cccc(Cl)n2)CC1,-0.16
C[C@H]1CC[C@]2(O[C@@H](CCO)C[C@@H](O)[C@@H]2O)O1,0.28
Cc1cccc(CSc2nc3ccncc3n2CC(=O)Nc2ccc(C)c(C)c2)c1,-0.41
CCO[C@H]1OC(C(N)=O)=C[C@@H](C(C)(C)C)[C@@H]1CCCO,0.52
Nc1nc2n[nH]nc2c(=O)[nH]1,0.025
C[N+](C)(C)C[C@H](O)CC(=O)O,-1.3

# Structural class, the entries above with an NH in an aromatic ring
SMILES,hDAT+cocaine
COc1cccc(C(=O)c2c[nH]c(C(=O)NCc3cccs3)c2)c1,2.3
C[C@@H](NC(=O)c1nc[nH]c1C(=O)N[C@@H](Cc1ccccc1)C(=O)OCc1ccccc1)c1ccccc1,2.1
O=c1[nH]c(Nc2ccccc2)cc2cc(Br)ccc12,-0.69
O=C(Nc1ccc(Cl)c(Cl)c1)c1ccc(Cn2c(=O)[nH]c3ccsc3c2=O)cc1,-0.55
Cc1ccc(-c2nc(SCC(=O)NCC3CCCO3)c(-c3ccc(C)cc3)[nH]2)cc1 (centres undefined),-0.03
C[C@@H]1C=C(C(=O)NCc2nc3ccccc3[nH]2)O[C@H](OCCCCO)C1,-0.03
Nc1nc2n[nH]nc2c(=O)[nH]1,0.025

# Sorted by the number under hDAT+cocaine (ascending): four from the list above
SMILES,hDAT+cocaine
CC1(O)C(=O)C=C2C=C(C3CC3)OC=C2C1=O (centres undefined),-0.11
C[C@@H]1C=C(C(=O)NCc2nc3ccccc3[nH]2)O[C@H](OCCCCO)C1,-0.03
CCO[C@H]1OC(C(N)=O)=C[C@@H](C(C)(C)C)[C@@H]1CCCO,0.52
O=c1cc(CO)oc(C(Nc2cccc(C(F)(F)F)c2)c2ccccn2)c1O (centres undefined),0.65

# (cont.)
SMILES,hDAT+cocaine
COC(=O)C1(CC2CC(c3ccccc3)=NO2)CCN(C(=O)OC(C)(C)C)CC1 (centres undefined),0.77
CCCC[C@@H]1CN=C(N)N1CCc1cc(C(F)(F)F)cc(C(F)(F)F)c1,0.35
CCO[C@H]1OC(C(=O)N2CCOCC2)=C[C@@H](c2coc3ccccc3c2=O)[C@@H]1CCCO,-0.59
COc1cc2sc3ccc(C#Cc4ccccn4)cc3c(=O)c2cc1OC,-0.82
CCO[C@@H]1OC(C(=O)N2CCN(Cc3ccc4c(c3)OCO4)CC2)=C[C@H](c2ccc3c(c2)OCO3)[C@H]1CCCO,1.4
COc1cccc(N2[C@@H](CC(C)=O)c3ccc(/C=C/C(C)=O)cc3S2(=O)=O)c1,-0.19
Cc1c(O)c(=O)c2ccccc2n1C,-0.42
CCN(CC)C(=O)CN1C(=O)C2(NC(=O)c3ccccc3N2)c2ccccc21 (centres undefined),-0.099

# Screens deposited in PubChem BioAssay by Vanderbilt High Throughput Screening Facility.
